# VLA-4 inh: inhibition in a human VLA-4 binding assay | 330,000 tested, 0.2% active | VLA-4 expressing cells, ligand binding flow cytometry | P13612 | inhibition, % (about 7 µM as worked out from the volumes in the protocol) | AID 2557; in the data active means inhibition above about 50%
# CIT2 TOR yeast: alters CIT2-GFP fluorescence in TOR pathway yeast screen; S. cerevisiae CIT2-GFP strain, flow cytometry, 3 h; 100 means same as DMSO wells; GFP response vs DMSO, % at 10 µM; 320,000 tested, 0.065% active;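 active means GFP response relative to DMSO above a set limit, near the screen mean plus 3 SD, cut at about 150% in these data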;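 further: ratio of well median GFP fluorescence to mean of DMSO wells on the plate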
# MEP2 TOR yeast: modulators of TOR pathway MEP2-GFP in S. cerevisiae. S. cerevisiae MEP2-GFP strain, flow cytometry GFP, 3 h; 100% = DMSO control level. GFP response vs DMSO, % at 10 µM. 330,000 tested, 0.51% active. AID 2016;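 active means GFP response versus DMSO above a set limit, roughly screen mean plus 3 SD, cut at about 180% in these data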;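 further: median GFP fluorescence of the barcode-gated MEP2-GFP cells per well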
# AGP1-GFP MLPCN: yeast TOR pathway AGP1-GFP modulation; GFP response vs DMSO, % at 10 µM; 320,000 tested, 0.02% active; AID 2066; S. cerevisiae AGP1-GFP multiplex flow cytometry, 3 h; GFP as percent of DMSO wells;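 active means GFP response relative to DMSO above a set limit, near screen average plus 3 SD, cut at about 150% in these data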;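 further: median GFP channel fluorescence of the gated AGP1 strain per well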
# GRK2 inh: human GRK2 inhibition via aptamer displacement; P25098; bead flow cytometry, FAM-aptamer displacement from GRK2; inhibition of aptamer binding, % at 10 µM; 330,000 tested, 0.59% active; AID 488847;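 active means inhibition of aptamer binding above 40%, roughly 3 SD of noise, on plates passing a quality check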;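 further: median bead fluorescence of bound FAM aptamer so fluorescent compounds give negative values; no value below 0 was filed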
# Target sequence (P25098 whole entry, looked up): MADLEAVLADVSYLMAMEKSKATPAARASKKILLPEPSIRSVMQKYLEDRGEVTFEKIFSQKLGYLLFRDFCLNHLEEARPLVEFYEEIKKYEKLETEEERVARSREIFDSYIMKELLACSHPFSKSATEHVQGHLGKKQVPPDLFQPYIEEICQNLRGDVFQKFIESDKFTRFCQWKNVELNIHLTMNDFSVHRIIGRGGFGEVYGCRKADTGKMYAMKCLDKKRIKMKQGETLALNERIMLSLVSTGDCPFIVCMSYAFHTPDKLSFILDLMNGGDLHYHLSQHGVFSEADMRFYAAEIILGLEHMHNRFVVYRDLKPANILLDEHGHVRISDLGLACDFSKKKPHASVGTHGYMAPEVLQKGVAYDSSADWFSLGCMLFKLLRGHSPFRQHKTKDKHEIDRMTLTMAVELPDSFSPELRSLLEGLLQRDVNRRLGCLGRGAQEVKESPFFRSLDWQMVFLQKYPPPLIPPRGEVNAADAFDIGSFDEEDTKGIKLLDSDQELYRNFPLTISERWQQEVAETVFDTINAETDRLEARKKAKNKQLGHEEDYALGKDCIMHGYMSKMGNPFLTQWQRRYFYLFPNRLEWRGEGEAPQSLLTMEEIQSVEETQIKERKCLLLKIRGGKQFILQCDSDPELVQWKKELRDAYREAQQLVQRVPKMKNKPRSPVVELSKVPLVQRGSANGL
# LAP4 TOR yeast: alters LAP4-GFP fluorescence in TOR pathway yeast screen. S. cerevisiae LAP4-GFP multiplex, flow cytometry GFP, 3 h; median GFP as percent of DMSO wells. GFP response vs DMSO, % at 10 µM. 320,000 tested, 0.34% active;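 active means GFP response vs DMSO above a set limit, about the screen mean plus 3 SD, cut at about 150% in these data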
# CR mimetic SO: yeast age-related superoxide inhibition as caloric restriction mimetic. superoxide response (% of plate mean), % at 10 µM. 330,000 tested, 0.18% active. S. cerevisiae aged cells, superoxide DHE fluorescence; active compounds read low;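 active means superoxide response under a set limit, about three screen SD below normal, cut at about 65% in these data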;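 further: yeast aged for seven days with compound at 30 °C before DHE staining; 100% = average MFI of all compound-treated wells on the plate with controls excluded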
# RPL19A TOR yeast: yeast TOR pathway RPL19A-GFP modulation; S. cerevisiae RPL19A-GFP strain, flow cytometry, 3 h; active compounds read low; percent response vs DMSO, % at 10 µM; 330,000 tested, 0.3% active;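 active means percent response vs DMSO below 50%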;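 further: median channel GFP fluorescence of the barcoded RPL19A-GFP strain; ratio of sample median GFP to plate DMSO average so 100% = DMSO; lower means less RPL19A-GFP as with rapamycin TOR inhibition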
# Numbers without * were called inactive; · = no result given; & = joins results of further samples.
# Each structure is followed by: VLA-4 inh	CR mimetic SO	RPL19A TOR yeast	GRK2 inh	AGP1-GFP MLPCN	CIT2 TOR yeast	MEP2 TOR yeast	LAP4 TOR yeast
Cc1cc(C)cc(NC(=S)Nc2ccc(Cl)c(Cl)c2)c1
  13	102	92	2	94	88	97	112
CCO[C@H]1OC(C(=O)NCc2ccccc2)=C[C@@H](c2cn(C(C)=O)c3ccccc23)[C@@H]1CCCO
  25	101	102	7	98	114	98	148
NC(=O)CSc1nnc(NC(=O)c2ccc3ccccc3c2)s1
  -5	101	98	0	93	103	105	98
O=C(C[n+]1ccccc1)N/N=C/c1ccc(C(=O)O)cc1
  5	120	103	0	109	105	107	110
CC(=O)c1c(C)n([O-])c2ccccc2[n+]1=O
  0	78	103	0	97	103	106	100
CCN1CCN(CC(=O)Nc2nc3ccccc3s2)CC1
  6	104	98	2	15	101	99	80
CCC(=O)Oc1ccc(C(=O)Nc2c[nH]c(=O)[nH]c2=O)cc1
  21	98	98	2	97	96	100	100
COc1ccc(O)c(C(=O)c2cnc3onc(C)c3c2)c1
  14	99	94	0	93	96	100	103
COc1cccc(OC)c1NC(=O)Cn1nc(-c2ccc3c(c2)OCCO3)ccc1=O
  14	91	96	0	99	98	100	91
O=C(O)Cc1ccc2oc(-c3cccnc3)nc2c1
  -12	96	91	37	89	·	93	90
CCc1nn2c(N(C)CCO)cc(C)nc2c1-c1ccc(F)cc1
  -14	102	108	0	102	108	100	99
COc1cccc(NC(=O)CSc2nnc(Cn3nnc4ccccc43)n2C)c1
  -1	99	98	0	98	103	100	97
Cn1c(=O)c2c(ncn2CC(=O)N/N=C/C=C/c2ccco2)n(C)c1=O
  20	101	96	0	102	94	93	106
COc1ccc(C2C(C(N)=O)=C(C)Nc3nc(-c4ccccc4)nn32)cc1OC (stereo unspecified)
  -26	91	99	1	114	101	123	121
CCOC(=O)N1CCN(C(=O)C2CCCN(S(=O)(=O)c3cc(C)ccc3OC)C2)CC1 (stereo unspecified)
  -10	92	99	1	104	109	104	99
CCOc1cccc(-c2nnc3sc(-c4ccco4)nn23)c1
  3	135	98	4	88	92	106	104
CC1(C)Cc2c(cnn2-c2ccc(F)cc2)C(NC(=O)c2cnccn2)C1 (stereo unspecified)
  3	102	100	1	95	94	95	80
Cc1ccc2c(c1)sc1nc(=O)n(-c3ccc(Cl)cc3)c(=O)n12
  22	83	90	1	92	92	88	85
CCN(C(=O)CSc1n[nH]c(N)n1)c1cccc2ccccc12
  0	120	93	4	88	87	88	88
CCOc1ccc(N2CC(C(=O)N3CCc4ccccc43)CC2=O)cc1 (stereo unspecified)
  -1	90	95	2	96	103	93	102
N#CC(=C1Nc2ccccc2N1)S(=O)(=O)c1ccccc1
  -9	96	100	·	98	103	118	108
Cc1ccc(C(C(=O)NC2CCCCC2)N2CCOCC2)cc1 (stereo unspecified)
  -4	105	97	2	95	92	98	89
CCCCN(C(=O)CSc1nnc(-c2ccccc2)n1C)c1c(N)n(Cc2ccccc2)c(=O)[nH]c1=O
  12	86	100	3	100	98	97	94
CC(C)N(Cc1ccccc1)C(=O)CN1C(=O)NC2(CCCc3ccccc32)C1=O (stereo unspecified)
  4	91	98	2	100	102	89	94
N#C/C(=N\Nc1ccc(Cl)cc1)C(=O)c1ccccc1
  -9	88	101	2	98	104	102	101
COc1cccc(NC(=O)C2(S(=O)(=O)c3ccc(Cl)cc3)CC2)c1
  12	101	95	4	92	86	115	98
O=C(NCCc1ccccc1)C1CCC(=O)N1C1CCCC1 (stereo unspecified)
  3	117	103	2	104	105	105	95
COc1ccc(C2C3=C(CCCC3=O)Nc3nc(SCc4ccccc4)nn32)cc1OC (stereo unspecified)
  -1	94	99	4	99	92	95	97
Cc1csc(=O)n1CCC(=O)OC(C)C(=O)Nc1ccc(N2CCOCC2)cc1 (stereo unspecified)
  11	94	102	3	113	102	100	101
CC1CCCCN1C(=O)c1ccc(C(=O)c2ccccc2)cc1 (stereo unspecified)
  2	111	100	1	92	88	100	98
CC(c1cc2ccccc2s1)N(O)C(N)=O (stereo unspecified)
  24	90	101	1	90	92	96	107
Nc1cc(-c2ccc(OC(F)(F)F)cc2)nn1-c1ccc(Cl)c(Cl)c1
  -3	100	94	0	·	·	100	·
CN(CC(=O)NCc1ccc(Cl)cc1)S(=O)(=O)c1cccc2cccnc12
  32	102	94	0	92	95	111	98
O=C(COc1ccc(-n2cnnn2)cc1)Nc1ccc(F)c(F)c1
  13	86	114	1	124	120	125	143
COc1ccc(CC(=O)NCC2(N3CCCCC3)CCCCC2)cc1
  9	88	99	0	97	102	114	94
CCSc1nnc(NC(=O)c2ccccn2)s1
  13	100	100	0	84	97	104	175*
CCOc1ccc(-n2c(C)cc(/C=N/NC(=O)C(N)=O)c2C)cc1
  -5	92	100	0	105	94	107	130
COc1ccc(OCc2nc(-c3ccc(F)c(F)c3)cs2)cc1
  4	107	97	4	98	101	97	103
C[C@]12C=CC(=O)C=C1CC[C@@H]1[C@@H]2C(=O)C[C@@]2(C)[C@H]1CC[C@]2(O)C(=O)CO
  11&11	113&103	93&100	0&2	90&99	85&97	95&97	95&103
COC(=O)c1cccc(NC(=O)CCc2c(C)noc2C)c1
  -8	93	107	5	110	104	101	120
Brc1cccc(OCCn2ccnc2)c1
  -2	91	86	0	109	94	115	114
COc1ccc(OCC(O)CNCCNc2nccc(C(F)(F)F)n2)cc1 (stereo unspecified)
  7	92	102	0	111	101	94	116
Cc1cccc(C(=O)NC(=S)N(C)C2CCCCC2)c1
  -29	100	97	1	91	87	90	100
Cc1cc(/C=N/Nc2ncnc(N)c2[N+](=O)[O-])c(C)n1-c1ccccc1
  -2	100	96	1	99	102	94	101
CC(=O)Nc1cn(C(C)=O)c(C)n1
  0	102	100	1	101	102	101	96
O=C(CCCCCN1C(=O)c2cccc3cccc(c23)C1=O)NCc1cccnc1
  5	100	99	1	105	99	98	108
Cc1ccccc1Cn1c(=O)n(Cc2ccco2)c(=O)c2ccccc21
  -1	118	102	1	108	110	102	95
CCOC(=O)C1=C(C)N=C2c3ccccc3C(=O)C2C1c1ccc(Br)cc1 (stereo unspecified)
  -28	133	96	0	104	92	105	118
COc1ccc(NC(=O)C2CC2)cc1S(=O)(=O)N1CCOCC1
  4	107	95	3	100	105	100	98
CCOC(=O)C1CN(S(=O)(=O)c2ccc(F)cc2)C1
  7	89	100	0	103	106	101	96
CCCN1CCN(CCCNC(=O)CCn2nc(-c3ccccc3)ccc2=O)CC1
  6	92	99	0	100	93	98	88
O=C(COC(=O)/C=C/c1ccc(S(=O)(=O)N2CCc3ccccc32)cc1)NC1CCS(=O)(=O)C1 (stereo unspecified)
  3	98	93	2	99	100	96	101
Cc1ccc(CN2C3CCCC2CC(NC(=O)c2ccc(C)cc2)C3)cc1 (stereo unspecified)
  3	105	111	0	129	120	116	111
Fc1ccc(NC(=S)Nc2cccc(Cl)c2)cc1
  -3	92	97	3	93	92	99	107
OC(Cn1cncn1)(Cn1cncn1)c1ccc(F)cc1F
  -7	106	99	7	86	80	89	101
COc1ccc(NC2=CC(=S)NC(C)(C)C2)cc1
  -334	138	99	0	100	107	95	95
Cc1ccc2nc(-c3ccccc3)c(CN3CCOCC3)n2c1
  -2	71	104	1	98	99	106	98
CN1N=C(C(=O)Nc2ccc3c(c2)CCC3)CCC1=O
  7	111	97	0	87	82	87	83
CC(=O)c1c(O)ccc2c(-c3ccccc3)cc(=O)oc12
  14	136	98	0	81	101	108	97
CCCCCCC1CC(CSc2ncn[nH]2)OC1=O (stereo unspecified)
  -10	109	99	1	102	114	99	97

# Shown with each value named: three of the compounds above
COc1ccc(C2C(C(N)=O)=C(C)Nc3nc(-c4ccccc4)nn32)cc1OC (stereo unspecified)
  VLA-4 inh = -26
  CR mimetic SO = 91
  RPL19A TOR yeast = 99
  GRK2 inh = 1
  AGP1-GFP MLPCN = 114
  CIT2 TOR yeast = 101
  MEP2 TOR yeast = 123
  LAP4 TOR yeast = 121
CCOc1ccc(-n2c(C)cc(/C=N/NC(=O)C(N)=O)c2C)cc1
  VLA-4 inh = -5
  CR mimetic SO = 92
  RPL19A TOR yeast = 100
  GRK2 inh = 0
  AGP1-GFP MLPCN = 105
  CIT2 TOR yeast = 94
  MEP2 TOR yeast = 107
  LAP4 TOR yeast = 130
COC(=O)c1cccc(NC(=O)CCc2c(C)noc2C)c1
  VLA-4 inh = -8
  CR mimetic SO = 93
  RPL19A TOR yeast = 107
  GRK2 inh = 5
  AGP1-GFP MLPCN = 110
  CIT2 TOR yeast = 104
  MEP2 TOR yeast = 101
  LAP4 TOR yeast = 120

# (continued)
# Each structure is followed by: VLA-4 inh	CR mimetic SO	RPL19A TOR yeast	GRK2 inh	AGP1-GFP MLPCN	CIT2 TOR yeast	MEP2 TOR yeast	LAP4 TOR yeast
CCOC(=O)c1c(C)[nH]c(C(=O)COC(=O)CNC(=O)C2CCCCC2)c1C
  -2	99	103	2	98	104	101	102
O=C1CSC(=Nc2cccc(Cl)c2Cl)N1
  8	103	106	1	93	107	107	85
CC(c1ccccc1)N1CCn2c(nc3cc(NC(=O)c4cccs4)ccc32)C1 (stereo unspecified)
  8	97	100	0	113	98	95	88
COC/C=C/C1=CC2=CC(=O)C(C)(OC(=O)c3cnc4ccccc4n3)C(=O)C2=CN1CCCCO (stereo unspecified)
  5	86	105	1	94	112	97	112
CCOc1cccc(C(=O)Nc2ccc(NC(=O)c3cc4ccccc4o3)c(OC)c2)c1
  -9	95	105	1	109	111	104	87
CN1CCN(C(=O)CCCOc2cc(=O)n(C)c3ccccc23)CC1
  32	98	98	0	90	93	114	108
CCC(C)NC(=O)C1CCN(S(=O)(=O)c2cc([N+](=O)[O-])ccc2Cl)CC1 (stereo unspecified)
  5	119	109	2	115	107	110	106
CCn1c2ccccc2c2cc(NC(C)=O)ccc21
  14	111	92	0	91	91	96	94
O=S1(=O)C=C(N2CCCCC2)c2ccccc21
  1	78	96	2	93	100	114	99
NC(=O)c1cc(C(=O)c2ccc(Cl)cc2Cl)c[nH]1
  7	94	98	0	70	102	106	100
COCCN(C(=S)Nc1cc(C)ccc1C)C(C)c1cccnc1 (stereo unspecified)
  9	114	102	0	101	101	104	96
Cc1cc(=O)n2nc(N3CCCC(C(=O)NCc4ccccc4Br)C3)sc2n1 (stereo unspecified)
  12	111	101	0	100	100	100	105
CC(C)c1ccc(NS(=O)(=O)c2ccc3c(c2)oc(=O)n3C)cc1
  3	70	96	3	98	95	97	96
Fc1ccc(N2CCN(Cc3cnc(Oc4ccc(Br)cc4)s3)CC2)cc1
  6	90	98	0	96	101	99	107
CCOc1ccc(NC(=O)CN(C)C(=O)Cn2cnc3c2c(=O)n(C)c(=O)n3C)cc1OCC
  -7	98	98	2	110	96	95	105
COc1ccccc1NC(=S)Nc1cccc(F)c1
  6	101	90	0	·	87	89	95
O=C(CC1NCCc2ccccc21)Nc1ccccc1 (stereo unspecified)
  -4	108	90	5	91	·	95	90
CCOc1cccc(-c2nn3c(-c4cc(C)[nH]n4)nnc3s2)c1
  5	103	101	4	105	106	105	99
COC(=O)c1sccc1N/N=C/c1cccc(Oc2ccccc2)c1
  20	87	98	3	96	94	103	95
Cc1cc2c(cc1C)C(c1ccccc1F)CC(=O)N2 (stereo unspecified)
  9	103	96	·	99	95	101	94
Cc1c(Cl)cccc1NCC(=O)NN=C1CCCC1
  10	102	105	0	100	102	109	104
Cc1csc(SCC(=O)Nc2ncc(Cl)c(C)c2Cl)n1
  10	107	102	0	99	97	93	·
CCN1C(=O)c2cccc3c(S(=O)(=O)Nc4ccncc4)ccc1c23
  7	93	99	0	105	105	105	102
Cc1ccc(C2=[N+]([O-])C3(CCCCC/C3=N\NC(N)=O)N(O)C2(C)C)o1 (stereo unspecified)
  -10	93	94	1	94	104	99	95
COc1cccc(-c2nn(-c3ccccc3)cc2CN2CCCO2)c1
  -3	95	93	0	97	96	100	99

# High-throughput results (PubChem BioAssay)
